Source: PubChem (National Center for Advancing Translational Sciences (NCATS))
HCMV antiviral: qHTS Assay for inhibitors of the human cytomegalovirus (HCMV). HFF cells, HCMV-luciferase reporter, 72 h; stronger effect = lower value. activity change, negative = inhibition, % at 57.5 µM. 4.5% of 410,000 active; in the data active = activity change below about -60%; inconclusive = no clear call, values can overlap the other calls; inactive = above about -39%
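Luciferase read-out from HCMV-luciferase-infected HFFs (MOI 1 PFU/cell) 72 h post infection at 37C; compounds added after 16 h cell attachment; activity normalized between buffer-only basal and Salinomycin (10uM) inhibitor controls.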
AMA1 RON2 block: qHTS for Inhibitors of AMA1-RON; Towards Development of Antimalarial Drug Lead: Primary Screen. Plasmodium falciparum AMA1 (3D7) - RON2 peptide interaction. AlphaScreen AMA1-biotinylated RON2 peptide binding. Potency, µM (doses to about 58.2 µM), inactives show at the top dose activity change, negative = inhibition, most hits filed as inhibitors. 0.2% of 360,000 active;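 note: potency is the fitted concentration of half-maximal effect; 0% = vehicle wells and -100% = peptide control; nearly all actives have a fitted effect of over 45% in size; some results filed as inactive show a strong effect at the top dose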
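AMA1 (3D7) with his tag at 25 nM final met compounds first, then biotinylated RON2 peptide at 25 nM; detection used donor plus acceptor beads, 10 µg/mL apiece, read by AlphaScreen after 30 min at room temperature.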
Sm TGR inh: qHTS Assay for the Inhibitors of Schistosoma Mansoni Peroxiredoxins; Potency, µM (titrated, usually from 114 µM), for the others: at the top dose activity change, negative = inhibition, actives largely listed as inhibitors; purified TGR, DTNB reduction, TNB absorbance 405 nm; 3% of 360,000 active; AID 485364, 2010; Schistosoma mansoni thioredoxin glutathione reductase (TGR), Q962Y6; note: potency is the fitted concentration of half-maximal effect; nearly all actives have a fitted effect of over 60% in size
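First, TGR (20 nM dispensed) and NADPH were mixed with compound. Second, a 15 min room-temperature incubation followed. Third, further NADPH and then DTNB were added to start the reaction. Finally, TNB absorbance was monitored kinetically.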
HCV inh: qHTS Assay for Inhibitors of Hepatitis C Virus (HCV); Huh7.5.1 HCVcc-Cre infection, luciferase reporter, 44 h; Potency, µM (highest dose often 41.8 µM), for the others: top-dose activity change, negative = inhibition, hits mostly inhibitors; 3.4% of 340,000 active; note: potency is the fitted concentration of half-maximal effect
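Cells seeded at 1,000/well and cultured 4 h, then compounds added followed by HCVcc-Cre virus (~0.5 moi). After 44 h further culture, luciferase substrate was added, plates held 15 min at room temperature, and luminescence read for 15 sec.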
FBPA Giardia inh: qHTS Assay for Inhibitors of Fructose-1,6-bisphosphate Aldolase from Giardia Lamblia; purified Giardia FBPA; Potency, µM (top dose mostly 59.6 µM), for inactives: top-dose activity, negative = inhibition, most hits filed as inhibitors; 0.71% of 290,000 active; AID 2451, 2010; note: potency is the fitted concentration of half-maximal effect; nearly all actives have a fitted effect of over 55% in size
Target sequence (A8B2U2 whole entry, looked up): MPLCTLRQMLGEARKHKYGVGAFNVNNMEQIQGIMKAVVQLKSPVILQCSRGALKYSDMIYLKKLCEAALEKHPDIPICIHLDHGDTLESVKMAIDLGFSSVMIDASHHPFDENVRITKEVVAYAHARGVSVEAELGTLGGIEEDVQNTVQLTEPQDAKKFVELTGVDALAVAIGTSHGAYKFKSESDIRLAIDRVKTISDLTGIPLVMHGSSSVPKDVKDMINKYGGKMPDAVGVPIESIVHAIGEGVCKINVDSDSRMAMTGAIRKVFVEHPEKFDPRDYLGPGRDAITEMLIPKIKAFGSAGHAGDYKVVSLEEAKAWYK
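Giardia FBPA (40 nM reagent) was preincubated 10 min at RT with compound (up to 57.5 uM final), then substrate plus GAPDH/TPI/NAD/arsenate coupling system with diaphorase/resazurin was added; resorufin fluorescence (525/598 nm) was read after 20 min.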
AmpC inh detg: qHTS Inhibitors of AmpC Beta-Lactamase (assay with detergent). AmpC hydrolysis of nitrocefin, absorbance 480 nm, 0.01% Triton. P00811. 0.041% of 370,000 active. Potency, µM (highest dose often 114 µM), for inactives: top-dose activity change, negative = inhibition, usual class: inhibitors;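 note: potency is the fitted concentration of half-maximal effect; 0% = no-compound wells and -100% = no-enzyme wells; nearly all actives have a fitted effect of over 25% in size; some results filed as inactive show a strong effect at the top dose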
Target sequence (P00811 whole entry, looked up): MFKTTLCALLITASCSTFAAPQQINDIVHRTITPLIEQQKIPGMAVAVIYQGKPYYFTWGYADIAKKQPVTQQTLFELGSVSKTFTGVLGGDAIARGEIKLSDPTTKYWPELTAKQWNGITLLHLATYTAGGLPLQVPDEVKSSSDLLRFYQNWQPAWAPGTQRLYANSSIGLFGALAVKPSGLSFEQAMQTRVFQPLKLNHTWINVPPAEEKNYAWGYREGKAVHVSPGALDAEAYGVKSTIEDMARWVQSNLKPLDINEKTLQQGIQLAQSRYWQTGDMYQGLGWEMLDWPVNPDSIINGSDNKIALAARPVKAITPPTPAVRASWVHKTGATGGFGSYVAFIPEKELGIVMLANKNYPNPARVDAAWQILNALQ
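20 mM phosphate pH 7.0 + 0.01% (detergent screen) or 0.0001% Triton X-100; 5.3 nM AmpC reagent; cpd preinc 15 min RT; nitrocefin (800 uM stock) to start; A480 q20 s × 4 min; Activity was normalised to no-enzyme and no-compound control wells.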
* hit, by the source's call; ? = inconclusive; . = no result given; [ ] = remark or other dose. Unless noted, calls come from the whole dose curve; as a rule, active = well fitted curve in the direction sought with a large enough effect; inconclusive = small, poorly fitted or top-dose-only effect, or another doubt; inactive = no such curve, though single readings can be large; an effect the other way counts as inactive or inconclusive. Unless noted, % is set by controls: 0 for no effect and ±100 for the full control effect.

SMILES	HCMV antiviral	AMA1 RON2 block	Sm TGR inh	HCV inh	FBPA Giardia inh	AmpC inh detg
Cc1ccc(-c2cc(C(=O)Nc3ccc(S(=O)(=O)Nc4ncccn4)cc3)c3ccccc3n2)cc1	103.6	-7.7%[11.6 µM]	-1.5%	7.4%	-21.3%	-3.1%
O=C(Nc1cccc(OC(F)(F)F)c1)c1ccc(Br)o1	-31.8	1.4%	-20.0%	?	-16.7%	-1.2%
CC1(C)Oc2ccc(C(=O)NNC(=O)Nc3ccccc3)cc2NC1=O	-4.7	39.0%[activator]	9.8%	14.3%	.	0.2%
Cc1cc(C)c(S(=O)(=O)c2ccccc2C)c(OCC(C)(C)C)n1	30.5	4.9%	-0.3%	?	-0.6%	-10.3%
Cc1cc(/C=C2\C(=O)NN(c3ccccc3)C2=O)c(C)n1-c1ccccc1O	23.7	-5.1%	1.7%	?	8.6%	-13.0%
CCOc1ccc(Nc2cc(C)c(C#N)c3nc4ccccc4n23)cc1	-1.7	.	1.7%	.	.	12.1%
Cc1cccc(Cc2cccc(C)c2O)c1O	?	-5.5%	.	9.4%	.	.
Cc1cc(C)n(CCCNC(=O)CN(C)S(=O)(=O)c2ccc(Cl)cc2)n1	-5.0	-17.6%	-5.7%	15.4%	.	0.0%
CCC(c1nnnn1C1CCCC1)N1CCN(c2cccc(OC)c2)CC1 (configuration not stated)	-33.9	0.2%	-22.2%[57.1 µM]	17.0%	-24.4%	3.7%
Cc1cc(/C=C2\Sc3ccccc3N2C)cc(C)[n+]1CC1CCCO1 (configuration not stated)	-100.1*	1.2%	-4.0%	2.51µM*	-9.8%	-12.2%
O=C(COC(=O)/C=C/c1ccc([N+](=O)[O-])cc1)NC(c1ccccc1)c1ccccc1	-13.2	-11.5%	5.4%	13.4%	1.4%	-12.1%
COc1cccc(NC(=O)C(Sc2nnc(-c3ccncc3)n2-c2ccc(Cl)cc2)c2ccccc2)c1 (configuration not stated)	96.7	12.7%	1.4%	?	13.0%	-2.2%
Cc1ccccc1NS(=O)(=O)c1ccc(C)c(C(=O)N2CCOCC2)c1	4.2	15.3%	-19.0%	5.2%	0.9%	0.7%
Cc1cc(=O)oc2cc(OCC(=O)NCCN3CCOCC3)c(Cl)cc12	-6.8	-0.3%	-10.7%	-1.9%	.	2.5%
Cc1c(N=Cc2cc3c(cc2[N+](=O)[O-])OCO3)cccc1[N+](=O)[O-]	-34.9	-15.2%	.	7.1%	.	.
CCCC(NS(=O)(=O)c1ccc(-c2ccc(=O)[nH]n2)s1)c1cccs1 (configuration not stated)	-38.8	16.6%	-8.1%	-19.8%	.	-5.1%
CC1=C(C(=O)OC(C)C)C(C2CC=CCC2)NC(=O)N1 (configuration not stated)	25.5	0.0%	-0.5%	-9.7%	0.2%	1.8%
CCCCCCCCCn1c2c(c(=N)c3c1CCC3)CCCC2	.	4.8%	-0.3%	3.16µM*	6.4%	5.9%
COc1cc(S(=O)(=O)N2CCn3cccc3C2C)ccc1NC(C)=O (configuration not stated)	-8.5	-1.6%	.	-4.8%	.	.
O=C(CSc1nnc(CNC(=O)c2ccco2)o1)Nc1ccccc1F	-39.5	4.5%	0.0%	8.2%	.	-10.1%
Cc1nn(Cc2cccc(C(=O)NN)c2)c(C)c1Cl	-9.4	28.8%	16.3%	-11.6%	-5.7%	1.3%
O=S(=O)(N/N=C\c1cn(-c2ccccc2)nc1-c1ccccc1)c1ccccc1	-19.2	-10.8%	14.9%	8.0%	-8.5%	0.3%
O=S(=O)(NCC(c1ccco1)S(=O)(=O)c1cccs1)c1ccc(F)c(C(F)(F)F)c1 (configuration not stated)	-30.3	.	0.1µM*	.	.	0.1%
Cc1onc(-c2ccccc2Cl)c1C(=O)NNC(=O)c1cccc(F)c1	29.6	93.0%[activator]	2.2%	-1.6%	1.0%	0.3%
CCn1c(-c2cc(OC)c(OC)c(OC)c2)n[nH]c1=S	39.7	0.0%	2.8%	4.1%	-12.6%	?

The last 4 entries of the part above lead into the next:
SMILES	HCMV antiviral	AMA1 RON2 block	Sm TGR inh	HCV inh	FBPA Giardia inh	AmpC inh detg
O=S(=O)(N/N=C\c1cn(-c2ccccc2)nc1-c1ccccc1)c1ccccc1	-19.2	-10.8%	14.9%	8.0%	-8.5%	0.3%
O=S(=O)(NCC(c1ccco1)S(=O)(=O)c1cccs1)c1ccc(F)c(C(F)(F)F)c1 (configuration not stated)	-30.3	.	0.1µM*	.	.	0.1%
Cc1onc(-c2ccccc2Cl)c1C(=O)NNC(=O)c1cccc(F)c1	29.6	93.0%[activator]	2.2%	-1.6%	1.0%	0.3%
CCn1c(-c2cc(OC)c(OC)c(OC)c2)n[nH]c1=S	39.7	0.0%	2.8%	4.1%	-12.6%	?
CC(C)NS(=O)(=O)c1ccc(Oc2ncc(C(F)(F)F)cc2Cl)cc1	3.8	10.3%	4.4%	?	2.7%	1.9%
NNC(=S)Nc1c(Br)cc(F)cc1Br	-6.8	97.5%[activator]	-1.9%	13.8%	-1.1%	3.2%
Clc1ccc(CNc2nc(N3CCOCC3)nc(N3CCOCC3)n2)cc1	5.1	-7.8%	10.0%	?	-6.5%	-13.3%
O=C(Nc1ccc2c(c1)CCC2)c1cc(S(=O)(=O)Nc2ccc(F)cc2)c(Cl)cc1Cl	13.9	-1.4%	2.5%	?	-3.8%	15.5%
CNC(=S)N/N=C(\C)c1ccc(C(C)(C)C)cc1	-36.3	25.0%	3.3%	?	-3.0%	2.8%
O=C(Nc1ccccc1)c1cccc(Cn2cc(C(F)(F)F)ccc2=O)c1	-25.2	-3.6%	11.1%	8.3%	-0.8%	5.9%
O=C(OCCN1C(=O)c2ccccc2C1=O)c1cnccn1	0.1	9.8%	-1.1%	10.2%	-3.9%	-11.0%
CCCOc1ccc(-c2nc(C#N)c(N3CCC(C(N)=O)CC3)o2)cc1	0.2	-7.5%	-0.4%	?	2.6%	-0.8%
COc1ccc(OC)c(C(c2nnnn2CC2CCCO2)N2CCN(C3CCCC3)CC2)c1 (configuration not stated)	-6.5	6.6%	-17.1%	15.8%	4.1%	-6.6%
C/C(=N/OC(=O)c1ccc(C)cc1)c1ccc(N2C(=O)C3CCCCC3C2=O)cc1 (configuration not stated)	-26.7	7.8%	-10.9%	2.0%	-3.5%	1.2%
Cc1ccc(NC(=O)CNC(=O)COc2ccccc2)nc1	-20.4	-5.4%	-2.0%	6.2%	.	-18.7%
O=C(CCNC(=O)c1ccc(Br)cc1)NCCCN1CCOCC1	-9.4	6.0%	-0.2%	22.4%	.	-13.9%
CSc1ccc(/C=N/NC(=O)c2cccc(Cl)c2)cc1	-14.5	9.6%	0.8%	24.3%	-11.4%	?
Cc1noc(C)c1S(=O)(=O)N1CCC(C(=O)N2CCN(C3CCCC3)CC2)CC1	.	.	31.6µM*	.	-0.5%	0.8%
N#Cc1nc(-c2cccs2)oc1NCc1ccc(Cl)cc1	-33.0	0.0%	-4.5%	10µM*	-9.9%	2.4%
Cc1cc(-c2csc(NC(=O)c3ccc(=O)[nH]c3)n2)c(C)n1Cc1ccccc1	-3.0	-0.5%	1.3%	?	-18.1%	-9.8%
Cc1ccc(CSc2nnc(-c3ccc4c(c3)OCO4)o2)cc1	-38.6	8.2%	7.9%	23.0%	7.3%	3.1%
Cc1cc(C)c(C(=O)COC(=O)CN2C(=O)NC3(CCCC3)C2=O)cc1C	-7.3	-4.8%	.	1.9%	.	.
CCC(=O)N1CCc2cc(Br)cc(S(=O)(=O)CCC(=O)NCCc3ccc(C)cc3)c21	-33.3	.	?	.	.	3.1%
CCN1CCN(CCC(=O)Nc2ccc(Br)cc2)CC1	21.1	-7.0%	-10.4%	-14.6%	-2.7%	-8.3%
CCOc1ccc(OCC(=O)Nc2ccc(N3CCCCC3)cc2)cc1	58.9	-10.0%	-36.9%	?	.	1.0%
CCc1ccc(C(=O)/C=C/c2ccc([N+](=O)[O-])o2)cc1	29.5	8.7%	3.16µM*	-6.3%	-3.0%	0.1%
Cn1c(Sc2ccccc2Cl)c(C=O)c2ccccc21	-9.7	8.7%	0.0%	3.3%	6.8%	2.3%
COC(=O)CC(=O)O[C@H]1C=C[C@@H](NC(=O)OC(C)(C)C)C1	-16.1	4.8%	.	31.6µM*	.	.
Cc1ccc(C(=O)NCC(=O)NCc2cc(=O)n(C)c(=O)n2C)cc1	2.7	4.5%	0.1%	6.8%	10.9%	4.1%

Going on with the list:
SMILES	HCMV antiviral	AMA1 RON2 block	Sm TGR inh	HCV inh	FBPA Giardia inh	AmpC inh detg
Cn1c2ccccc2c2cnn(CC(=O)NCCCN3CCCCC3)c(=O)c21	27.3	.	6.2%	.	.	17.8%
COc1ccc(S(=O)(=O)c2cnc3ccc(OC)cc3c2N2CCC3(CC2)OCCO3)cc1	-73.6*	-7.3%	-7.3%	?	0.5%	?
O=c1[nH]c(=O)n(C2CCCCC2)c(O)c1C1NCCc2ccccc21 (configuration not stated)	-20.4	0.2%	-0.3%	2.2%	-21.2%	-8.8%
CCOc1ccccc1CNC(=O)C1CCCN(c2ncnc3onc(-c4ccc(F)cc4)c23)C1 (configuration not stated)	3.7	.	-3.8%	.	.	3.2%
CC(=O)C1=NOC2C(=O)N(c3ccc(Cl)cc3)C(=O)C12 (configuration not stated)	2.6	1.3%	3.55µM*	11.1%	-2.9%	4.2%
O=C(/C=C/c1cccc([N+](=O)[O-])c1)OCC(=O)c1ccccc1	42.0	-2.6%	.	-2.2%	-3.2%	5.9%
CC1CC2C3CCC4=CC(=O)C=CC4(C)[C@@]3(Cl)C(O)CC2(C)C1(O)C(=O)CO (some centres not stated)	110.2	-5.3%	.	10.3%	.	.
S=c1nc(-c2ccccc2Cl)[nH][nH]1	-12.3	133.4%[activator]	.	0.1%	-27.7%	?
CCN(c1cccc(C)c1)S(=O)(=O)c1cc(Br)cc2c1N(C(C)=O)C(C)C2 (configuration not stated)	?	.	7.4%	.	.	9.1%
Cc1nn(-c2ccccc2)nc1CNC(=O)CC(C)(C)C	23.2	0.1%	3.0%	4.7%	6.2%	-2.2%
COc1ccccc1CNS(=O)(=O)c1ccc2[nH]cc(C(=O)O)c(=O)c2c1	.	-0.3%	0.0%	12.8%	-2.1%	-8.5%
N#C/C(=C\c1cc(Cl)cc(Cl)c1O)C(=O)NC1CCCCC1	19.0	0.0%	?	-6.6%	-5.5%	4.0%
Cn1ccc(C(=O)OCC(=O)c2ccccc2)n1	22.0	-5.0%	-2.7%	16.3%	4.4%	-11.6%
COc1ccccc1NC(=O)CSc1nc(C)c2c(c1C#N)CCCC2	-27.8	-13.8%	3.6%	-20.4%	6.4%	4.2%
COc1ccc(Cc2nnc(SCC(=O)Nc3nc(C)cs3)o2)cc1	20.9	55.9%[activator]	-10.5%	-10.3%	-3.7%	?
COc1cccc(CNCc2ccc(C(=O)O)cc2)c1OC	52.9	-1.7%	-0.5%	20.3%	0.1%	2.4%
